High-throughput results from PubChem.
All columns: NCI-60 one-dose screen, growth in % after 48 h at 10 µM unless noted; 100 = growth as untreated, 0 = no growth, -100 = all killed.
SK-MEL-5: SK-MEL-5 melanoma | actives 6.4% (n = 80,000)
HOP-62: HOP-62 NSCLC | actives 3.9% (n = 80,000) | AID 1794735
M14: M14 melanoma | actives 6.2% (n = 80,000) | AID 1794745
EKVX: EKVX NSCLC; actives 3% (n = 71,000); AID 1794765
CCRF-CEM: CCRF-CEM leukemia; actives 7% (n = 77,000)
A549/ATCC: A549/ATCC NSCLC | actives 3.7% (n = 81,000) | AID 1794740
SK-MEL-28: SK-MEL-28 melanoma. actives 4.1% (n = 81,000)
HOP-92: HOP-92 NSCLC cells. actives 6.3% (n = 71,000). AID 1794738
Numbers without * were called inactive; · = no result given; & = joins results of further samples. The calls were made as follows: active = growth percent below 10; inactive = the rest.

SMILES	SK-MEL-5	HOP-62	M14	EKVX	CCRF-CEM	A549/ATCC	SK-MEL-28	HOP-92
N#CCCN1C(=O)C2C3C=CC(C3)C2C1=O (stereo unspecified)	·	99	99	99	·	98	108	81
COc1cc(C2CC(c3ccccc3)=NN2)ccc1Oc1ccnc2cc(Cl)ccc12 (stereo unspecified)	69	79	83	84	57	84	107	71
O=S(=O)(c1ccc(Cl)cc1)c1cnc(-c2ccccc2)o1	101	95	98	97	103	100	99	85
COC(=O)C1(C)COP(=O)(Nc2ccc(OC)cc2)OC1 (stereo unspecified)	105	107	102	·	102	98	108	109
CCN(CC)CC(=O)Nc1c(C)cc(C(=O)NN)cc1C	102	88	96	102	114	106	106	·
Cc1ccc(NC(=O)N2CCN(C)CC2)cc1	104	96	100	101	93	87	107	91
OCc1cn(C(c2ccccc2)(c2ccccc2)c2ccccc2)cn1	100	94	100	97	95	87	115	90
CCC(CC)C(=O)O	102	106	106	·	99	·	106	·
CCOCCN(Cc1ccc(CN(CCOCC)C(=O)C(Cl)Cl)cc1)C(=O)C(Cl)Cl	85	91	94	87	121	·	104	101
CSC(=O)N1CCN(C)CC1	112	102	102	·	·	98	107	·
CN(Cc1ccccc1)c1ncnc2[nH]ncc12	111	100	99	111	81	·	117	61
CCCCn1c(=O)c(/C=C/c2cc(/C=C/c3cc4cc(C)ccc4n(CCCC)c3=O)n(-c3ccccc3)n2)cc2cc(C)ccc21	106	67	106	113	100	70	112	104
COc1ccc(C2=NN3C(C2)c2ccccc2OC32CCN(C)CC2)cc1 (stereo unspecified)	92	110	105	85	96	100	99	103
O=c1[nH]c(=O)c2[nH]c(Cl)nc2[nH]1	107	103	99	99	109	108	109	105
Cc1ccccc1N1CCN(C(=S)Cc2ccccc2)CC1	104	101	105	90	80	91	119	78
Nc1ccc(Nc2ccc([N+](=O)[O-])cc2S(=O)(=O)O)cc1	111	98	102	114	94	103	114	84
Nc1nc(CN2CCc3ccccc32)nc2ccccc12	104	88	102	97	·	108	120	47
C=C(C)C1CCC(C)=CC1c1c(OC(=O)CCCCC2CCSS2)cc(CCCCC)cc1OC(=O)CCCCC1CCSS1 (stereo unspecified)	106	123	·	110	94	102	108	103
CNC(=O)c1cc(-n2ccc3cc(NC(=S)Nc4cccc(C(F)(F)F)c4)ccc32)ccn1	68	98	96	94	82	74	91	77
COc1cccc(CC(C)=C(c2ccc(OCCCN(C)C)cc2)c2ccc(OCCCN(C)C)cc2)c1	-95*	-81*	-80*	-84*	-53*	-81*	·	-53*
CC(C)(C)c1cc(-c2cc(-c3ccccc3)[nH]c(=O)c2C#N)cc(C(C)(C)C)c1	75	-40*	40	34	69	5.5*	78	-16*
Cc1nn(-c2ccccc2)c(N(C)Cc2ccccc2)c1C1CC(c2ccc(Cl)cc2)=NN1c1cc(Cl)cc(Cl)c1 (stereo unspecified)	103	92	93	99	93	84	113	89
CCC(C)C(NC(=O)OCc1ccccc1)C(=O)NC(C(=O)O)C(C)C (stereo unspecified)	99	107	104	·	109	103	109	121
COc1cc(C(=O)NC(=S)Nc2ccc3ccccc3c2)cc(OC)c1OC	56	96	115	102	99	90	98	·
CCOC(=O)C1c2cccc(O)c2CCN1C(C)=O (stereo unspecified)	93	91	100	110	104	106	114	107
O=C(NCCc1ccccn1)C(O)C(Cc1ccccc1)N(Cc1ccccc1)Cc1ccccc1 (stereo unspecified)	78	90	·	55	65	57	87	84
Clc1ccc(Sc2cnc(-c3ccccc3)o2)cc1	98	94	107	99	99	92	102	86
CC(=O)Oc1cccc([N+](=O)[O-])c1	102	89	99	104	119	92	108	·
CC(C)N=C1CCCC1C(=S)SSC(=S)C1CCCC1=NC(C)C (stereo unspecified)	82	25	64	·	23	71	81	103
Cc1[nH]c2ncnc(Nc3ccc(NC(=O)Nc4ccc(Cl)c(C(F)(F)F)c4)c(F)c3)c2c1C	91	93	66	87	48	70	79	80
COc1ccc2oc(=O)cc(C3NNC(=S)N3)c2c1 (stereo unspecified)	98	102	105	94	95	103	109	97
CS(=O)(=O)c1nnc(-c2ccccc2)s1	99	85	74	109	77	87	97	103
O=C(Nc1ccccc1Cl)c1ccc(Cl)cc1	103	85	103	89	105	95	102	108
CN(C)CCCNC(=S)Nc1ccc(/C=C/c2ccc(Cl)cc2)cc1	-99*	-51*	-63*	-35*	-17*	-36*	-98*	-53*
Cc1ccc(-c2ccnc3c(N=Nc4ccc(S(N)(=O)=O)cc4)c(N)nn23)cc1	102	97	102	95	114	86	113	85
NC(=O)NC(=O)/C=C\C(=O)OCCc1ccccc1	99	86	78	89	86	95	102	116
CCOc1ccc(C(C)=O)cc1NC(=O)c1cccc(-c2nnn(CC)n2)c1	·	37	9.1*	54	12	45	·	42
COc1ccc(/C(C)=N/Nc2ccc([N+](=O)[O-])cc2[N+](=O)[O-])cc1	104	97	105	98	100	98	104	102
Cn1cc(-c2nc(-c3ccc4ccccc4c3)cs2)c2cc(F)ccc21	91	84	83	83	83	76	85	97
Cc1ccc(NCCCN2CCN(CCCNc3ccc(C)c4sc5ccccc5c(=O)c34)CC2)c2c(=O)c3ccccc3sc12	104	90	102	97	105	98	98	86
COc1ccc2c(c1)C(C)Cc1c(ncnc1-n1c(C)nc3ccccc31)N2C (stereo unspecified)	20	34	15	43	18	35	66	-4.7*
CN(C)c1ccc(C#Cc2c(F)cccc2Cl)cc1	85	72	100	64	89	87	105	79
CC(C)(C)c1ccc(OC(=O)c2ccccc2)cc1	99	105	106	105	90	114	100	62
Cc1ccc2nc(-c3c(C)nn(-c4ccccc4)c3N3CCCC3)[nH]c2c1	100	90	99	103	105	99	91	99
NC(N)=NC(N)=NCc1ccco1	114	121	108	94	101	·	121	·
CC1(C)C2CC1C1(/C=N\Nc3ccccc3)C(C2)C(C#N)(C#N)C1(C#N)C#N (stereo unspecified)	94	86	84	89	84	93	106	81
COC(=O)Cc1cc(O)cc2oc(-c3cc(OC)cc(OC)c3)cc(=O)c12	90	114	103	92	82	94	107	86
COc1ccc2c(c1)c(-c1nn3c(=O)cc(-c4ccccc4)nc3s1)cn2C	39	43	35	85	35	57	52	19
CCOC(=O)c1nn(C2CCCCO2)c2ccc(NC(=O)Cn3nnc4ccccc43)cc12 (stereo unspecified)	99	99	102	98	117	102	106	111
Clc1ccccc1/C=N/N=C/c1ccccc1Cl	98	101	91	·	97	88	100	99
O=S(=O)(NCCNc1cc(-c2cn(-c3ccccc3)nc2-c2cccc(O)c2)ccn1)c1cccc(F)c1	27	57	32	47	19	42	·	51
CSC1=NCCCC1	106	112	108	·	103	102	109	·
O=c1[nH]c(=S)[nH]cc1Oc1ccc(Br)cc1	97	88	97	89	76	96	117	77
COP(=O)(OC)/C(=N\NS(=O)(=O)c1ccc(C)cc1)c1ccccc1	98	95	93	98	124	104	110	106
O=[N+]([O-])c1ccc(CC(Cl)c2ccccn2)cc1 (stereo unspecified)	109	97	97	·	85	103	125	83
C=CCn1c(SCC(=O)Nc2ccc(/C(C)=N\O)cc2)nnc1-c1ccc(OC)c(OC)c1	83	84	124	97	83	91	104	86
CCOC(=O)c1ccc2c(c1)nc(/C=C/c1ccc(Cl)cc1)n2-c1cc(C(C)(C)C)[nH]n1	62	43	83	·	13	33	47	48
C[C@]12CC[C@@H]3c4ccc(O)cc4CC[C@H]3[C@@H]1C[C@H](O)C2	65	73	53	44	53	50	84	86
CC(C)C(=O)OCc1ccccc1	106	88	95	101	93	99	108	115
O=C1[C@H]2Cc3c([nH]c4ccccc34)[C@H](c3ccc(Br)cc3)N2C(=O)CN1C1CCN(Cc2c(F)cccc2F)CC1	79	82	87	76	84	82	101	92

Reformatted field by field: two of the compounds above.
SMILES: O=S(=O)(NCCNc1cc(-c2cn(-c3ccccc3)nc2-c2cccc(O)c2)ccn1)c1cccc(F)c1
  SK-MEL-5: 27; HOP-62: 57; M14: 32; EKVX: 47; CCRF-CEM: 19; A549/ATCC: 42; SK-MEL-28: ·; HOP-92: 51

SMILES: CSC1=NCCCC1
  SK-MEL-5: 106; HOP-62: 112; M14: 108; EKVX: ·; CCRF-CEM: 103; A549/ATCC: 102; SK-MEL-28: 109; HOP-92: ·

Quoted at random: 7 records from the list
SMILES	SK-MEL-5	HOP-62	M14	EKVX	CCRF-CEM	A549/ATCC	SK-MEL-28	HOP-92
O=[N+]([O-])c1ccc(CC(Cl)c2ccccn2)cc1 (stereo unspecified)	109	97	97	·	85	103	125	83
C[C@]12CC[C@@H]3c4ccc(O)cc4CC[C@H]3[C@@H]1C[C@H](O)C2	65	73	53	44	53	50	84	86
O=c1[nH]c(=S)[nH]cc1Oc1ccc(Br)cc1	97	88	97	89	76	96	117	77
CCOC(=O)c1nn(C2CCCCO2)c2ccc(NC(=O)Cn3nnc4ccccc43)cc12 (stereo unspecified)	99	99	102	98	117	102	106	111
Clc1ccccc1/C=N/N=C/c1ccccc1Cl	98	101	91	·	97	88	100	99
C=CCn1c(SCC(=O)Nc2ccc(/C(C)=N\O)cc2)nnc1-c1ccc(OC)c(OC)c1	83	84	124	97	83	91	104	86
CSC1=NCCCC1	106	112	108	·	103	102	109	·

Next section
SMILES	SK-MEL-5	HOP-62	M14	EKVX	CCRF-CEM	A549/ATCC	SK-MEL-28	HOP-92
Cc1ccc(C)c(NS(C)(=O)=O)c1	102	110	101	90	117	92	108	97
COc1ccc(OC)c(/C=N/N=C/c2cc(OC)ccc2OC)c1	99	·	104	105	125	103	94	·
Cc1nn2c(/C=C3/C(=O)Nc4ccccc43)c(-c3ccc(F)cc3)nc2s1	82	88	95	·	79	82	85	·
O=S(=O)(Nc1ccsc1-c1nc(-c2ccccc2)no1)c1ccc(F)cc1	97	78	90	96	89	98	90	88
CCOC(=O)CCCCSCCCCC(=O)OCC	98	113	104	·	91	103	100	93
COC(=O)CCCc1c[nH]c2ccccc12	97	86	93	95	55	92	95	96
COc1ccc(/C=N/NC(=O)c2c(Nc3ccccc3)n[nH]c2N)cc1	99	113	109	86	98	101	107	52
CCn1c2ccccc2nc2cc3c(cc21)c(Cl)c(=O)c1ccccc13	88	90	97	·	78	102	109	116
N=C(N)SCc1ccc(Cl)cc1Cl	93&107	88&114	80&105	96&96	77	80&105	93&107	68&85
O=C(O)c1cccs1	101	92	100	·	84	99	102	96
CN(C)c1ccc(/C=N/Nc2ccc3nnc(-c4ccccc4)n3n2)cc1	·	95	97	79	88	97	96	70
O=Cc1c(OCc2cnnn2CC(=O)Nc2ccccc2Cl)ccc2ccccc12	97	97	93	101	95	100	100	75
COc1cccc(C(C)(c2c[nH]c3ccccc23)c2c[nH]c3ccccc23)c1	94	89	85	82	82	66	86	84
COc1cc2ncnc(Nc3ccc(C(=O)/C=C/c4ccc(C(F)(F)F)cc4F)cc3)c2cc1OC	104	144	98	90	84	95	109	113
O=C(Cc1ccccc1Nc1c(Cl)cccc1Cl)Nn1c(O)c(C2=c3cc(Br)cc(Br)c3=NC2=O)sc1=S	116	97	102	·	90	96	108	127
O=C1CC(c2ccc3c(c2)OCO3)c2c(ncn2-c2ccc(F)cc2)N1 (stereo unspecified)	106	103	99	108	96	97	107	·
NC(=O)C1C(=O)c2ccccc2C1(C[N+](=O)[O-])c1ccccc1 (stereo unspecified)	103	95	98	101	89	107	118	·
CCOC(=O)N/N=C/c1cc(Br)ccc1O	100	104	118	·	101	98	102	·
Clc1ccc(-c2nocc2-c2c[nH]c3ccccc23)cc1	103	110	99	·	·	91	103	·
Cc1ccc(-c2csc(NC(=O)c3ccccc3CN3C(=O)c4ccccc4C3=O)n2)cc1	95	99	106	94	102	86	100	90
O=C(Nc1ncc(Cc2cccc(Cl)c2)s1)C(=S)N1CCOCC1	101	105	107	112	·	105	117	98
CC1(c2ccc[n+](Cc3ccccc3)c2)OCCO1	101	107	105	97	103	104	115	88
O=[N+]([O-])c1ccc(Oc2ccccc2Cl)c([N+](=O)[O-])c1	95	99	86	104	58	93	103	84
O=c1nc(NO)[nH]c(=O)n1Cc1ccc(F)cc1	·	107	107	·	105	104	102	·
c1ccc(CNc2cccnc2)cc1	101	102	108	103	94	97	106	106
Cc1cc(NS(=O)(=O)c2ccc(N3C(=O)/C(=C/c4coc5ccccc5c4=O)N=C3c3ccccc3)cc2)no1	99	94	106	·	97	102	105	·
O=C(O)CCc1ccc([I+]c2ccccc2)cc1	112	99	102	99	92	89	102	93
Nc1ccc(-c2nc3ccccc3s2)cc1	90	·	96	81	101	108	110	89
CC1/C(=N\NC(N)=S)C(C)C(c2ccc(Cl)cc2)NC1c1ccncc1 (stereo unspecified)	87	105	91	87	95	100	107	·
CCCOC(=O)N1CCCCC1	101	97	106	110	98	101	109	87
COC(=O)/C(=C\c1c(C)[nH]c2ccccc12)S(=O)(=O)c1ccccc1	34	30	34	61	·	24	17	21
O=C(CCCl)Nc1ccccc1	102	91	107	111	99	86	119	96
COc1ccc(C2=NN(C(=O)COc3ccc(Cl)cc3)C(O)(c3cc(F)c(Cl)cc3Cl)C2)cc1 (stereo unspecified)	114	62	85	81	7.5*	96	103	39
CCN(CC)c1cc(/C=C/c2ccc(Cl)cc2)nc2cc(Cl)c(Cl)cc12	81	107	92	·	86	81	101	93
CCCCn1cnc2c(SCc3ccccc3Cl)nc(N)nc21	93	93	102	86	92	93	105	·
